human PMI inhibition = inhibitors of human PMI, primary screen, biochemical, fluorescence intensity, coupled assay (AID 1209) | purified PMI enzyme, coupled fluorescence intensity; higher % means a stronger effect | actives 0.42% (n = 190,000) | one-dose inhibition, % at 20 µM; IC50 in µM for titrated hits;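 further: plate controls were DMSO vehicle for no effect and wells lacking substrate for full effect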
M1AAP inhibition = P. falciparum M1AAP inhibitors, biochemical, fluorogenic H-Leu-NHMec substrate, 1536-well (AID 1445); recombinant M1AAP, H-Leu-NHMec fluorogenic kinetic assay; higher % means a stronger effect; one-dose inhibition, % at 30 µM; IC50 in µM for titrated hits; actives 0.42% (n = 220,000);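 active means primary inhibition above the hit cutoff, then over 50% inhibition at one or more dose response concentrations, cut at about 23% in these data, passing the limit was not always enough; inconclusive means conflicting primary data, or primary hits not chosen for dose response; inactive means low primary inhibition, or under 50% at every dose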;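 further: plate controls were DMSO full reaction for no effect and no enzyme background for full effect; strong numbers were not always called active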
RSV CPE inhibition = RSV antiviral activity via CPE protection, HEp-2 cells, primary 10 µM value included (AID 2391). HEp-2 cells, RSV-induced CPE inhibition; higher % means a stronger effect. CPE inhibition, % at 10 µM, or IC50 in µM where a hit was titrated. actives 0.13% (n = 310,000); in the data active means a potency from the dose series; inconclusive means CPE inhibition mostly from about 23% at the one dose, without a potency; inactive means the rest, 99 in 100 with CPE inhibition below about 21%; further: strong numbers were not always called active
T cell modulator = T cell immune modulation candidate; calls only at 7 µM; AID 2052; actives 0.068% (n = 330,000); 2C CD8+ T cell-vesicle binding, flow cytometry; stronger effect = lower value;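 active means response, share of CD8 T cells binding vesicles, and their 90th percentile fluorescence all below set limits, cut at about 80% in these data, passing the limit was not always enough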
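Assay system – 2C mouse CD8+ T cells · Also added – QL9-loaded Drosophila micro-vesicles · Timing – Cell–vesicle co-incubation 1.5 h at 37 °C, staining 20 min on ice · Signal – flow cytometry of vesicle-bound cells · Measure – percent CD8+ FL2 mean versus row control · Controls – Peptide-free naked vesicles (low) and QL9 vesicles with 0.7% DMSO vehicle (high)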
K1F lysis inhibition = protection from phage-mediated lysis, alamar blue read-out – E. coli UTI89, K1F phage, bacterial capsule biogenesis inhibitors (AID 488966) | E. coli UTI89 K1F phage lysis, alamar blue, 2 h; higher % means a stronger effect | one-dose inhibition, % at 100 µM; IC50 in µM for titrated hits | actives 0.02% (n = 340,000);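 active means phage lysis inhibition, versus mean bacterial control, above a set limit; inconclusive means no clear call, values can overlap the other calls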;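 further: capsule biogenesis inhibitors block K1F phage lysis so surviving cells raise fluorescence; higher fluorescence means more inhibition of phage lysis; actives were called in the ten point dose series up to 300 µM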
West Nile virus CPE = West Nile virus antiviral activity, cell-based, CPE readout (AID 1621) | West Nile virus-infected cells, CPE inhibition; higher % means a stronger effect | CPE inhibition, % at 10 µM; hits with a dose series show IC50 in µM | actives 0.02% (n = 290,000); in the data active means a potency from the dose series; inconclusive means CPE inhibition mostly from about 3.7% at the one dose, without a potency; inactive means the rest, 99 in 100 with CPE inhibition below about 2.2%; further: strong numbers were not always called active
human PMI inhibitors = MPI inhibition at elevated mannose 6-phosphate – biochemical, fluorescence intensity, high mannose 6-phosphate, primary screen (AID 1220). actives 0.66% (n = 190,000). inhibition, % at 20 µM, or IC50 in µM where a hit was titrated. recombinant PMI enzyme, coupled fluorescence intensity; higher % means a stronger effect
P. falciparum M17LAP = P. falciparum M17LAP inhibitors, primary screen, biochemical, fluorogenic H-Leu-NHMec substrate, 1536-well (AID 1619); recombinant M17LAP, H-Leu-NHMec fluorogenic kinetic assay; higher % means a stronger effect; inhibition, % at 30 µM; hits with a dose series show IC50 in µM; actives 0.38% (n = 220,000);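 active means compound inhibiting the enzyme by more than half at any dose during confirmatory dose-response retesting; inconclusive means strong single-dose inhibitors picked by rank but not retested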;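 further: plate controls were full reaction with DMSO carrier for no effect and no enzyme background for full effect; strong numbers were not always called active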
TNAP activators = stimulation of alkaline phosphatase TNAP activity – biochemical, luminescent, no phosphate acceptor, uHTS, primary screen (AID 1001). purified TNAP, luminescent activation assay, no phosphate acceptor; higher activation fold means a stronger effect. activation fold at 20 µM; hits with a dose series show EC50 in µM. actives 0.03% (n = 200,000); in the data active means activation fold from about 3, or a potency from the dose series; inactive means the rest, 99 in 100 with activation fold below about 1.6; further: many of its hits are not listed in these tables
T cell modulator vesicle-bound % = second read-out of T cell modulator, no call of its own (marks repeat the call); double positive events, %; measured here: CD8+ vesicle-bound cell fraction;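 binding gate set so that unloaded-vesicle control wells show 10% double positive cells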
Active calls of the source: *; i = inactive; ? = inconclusive; nt = no result given; [ ] = dose if it differs, or a comment. Unless noted, no stated cut-off is given here; in the data, active means inhibition above about 50%; inactive means the rest.

SMILES	human PMI inhibition	M1AAP inhibition	RSV CPE inhibition	T cell modulator	T cell modulator vesicle-bound %	K1F lysis inhibition	West Nile virus CPE	human PMI inhibitors	P. falciparum M17LAP	TNAP activators
Cc1ccc(NC(=O)CN(C)C(=O)Cn2cc(C(F)(F)F)cc(Cl)c2=O)cc1	13%	3%	-1.2%	i	62	2.2%[50 µM]	-0.1%	0%	-3%	1.1
COc1cc2c(cc1OC)CN(c1ccc(-c3ccccc3OC)nn1)CC2	7%	8%	5.6%	i	18	3.5%	0.1%	5%	8%	1
O=C(N/N=C/c1ccc[nH]1)c1ccccc1OCc1ccccc1Cl	0%	0%	0.0%	i	18	0.0%	-0.9%	41%	2%	1.1
COc1ccc(N2C(=O)c3ccccc3C(C)(C)C2=O)cc1	nt	nt	7.8%	i	6	0.5%	1.2%	nt	nt	nt
Cc1ccc(CN2CCCN(C)CC2)c(C)c1	nt	nt	-0.9%	i	68	-1.0%	0.3%	nt	nt	nt
O=C(Nc1cccnc1)c1ccccc1NS(=O)(=O)c1ccc(F)cc1	-14%	8%	-0.9%	i	29	0.3%	-0.5%	-5%	6%	1.1
COC(=O)[C@@H](NC(=O)Nc1cccc(OC)c1)C(C)C	4%	1%	1.6%	i	11	-1.0%	0.2%	-1%	4%	1.1
O=C(Cn1ccc(C(F)(F)F)n1)Nc1ccc(S(=O)(=O)NCc2ccco2)cc1	nt	13%	2.6%	i	32	0.0%	0.2%	nt	-4%	nt
CCc1nnc(NC(=O)CN2CCOCC2)s1	0%	-2%	-0.8%	i	39	1.3%	0.5%	10%	5%	1.1
CCC(Oc1ccccc1C)C(=O)N1CCCN(C)CC1 (stereo not drawn)	nt	nt	1.8%	i	14	-0.2%	-0.1%	nt	nt	nt
Fc1ccc2nc(C(F)(F)F)cc(N3CCOCC3)c2c1	nt	nt	7.8%	i	22	-0.4%[50 µM]	1.1%	nt	nt	nt
CS(=O)(=O)c1ccc2c(c1)SC1=NC(=O)/C(=C/c3ccco3)C(=N)N12	-9%	13%	1.2%	i	23	>150µM*	0.1%	-6%	28%	1.9
CC(=O)c1cccc(NC(=O)c2cnccn2)c1	nt	nt	6.8%	i	51	2.9%	-0.2%	nt	nt	nt
Cc1cc(=O)[nH]c(SCC(=O)N2CCCCCC2)n1	11%	4%	2.8%	i	9	1.6%	0.1%	5%	-1%	1.1
COc1ccc(CCNC(=O)c2ccc(CS(=O)(=O)c3ccc(C)cc3)o2)cc1OC	0%	-3%	7.7%	i	20	0.5%	-0.2%	-1%	0%	1.1
CCc1ccc(Oc2coc3cc(OCC(=O)Nc4cc(C)ccc4C)ccc3c2=O)cc1	5%	-3%	1.7%	i	64	0.0%	-0.5%	-7%	4%	1.1
CCOC(=O)c1c(C)n(CC)c2ccc(OC(=O)c3ccc([N+](=O)[O-])cc3)cc12	10%	6%	4.8%	i	49	3.3%	-0.8%	5%	7%	1
Cc1ccc(C2(c3ccc(C)cc3)NC(=O)N(CC(N)=O)C2=O)cc1	nt	nt	1.1%	i	35	1.1%	-0.1%	nt	nt	nt
O=C(Nc1nccs1)C1(S(=O)(=O)c2ccc(Cl)cc2)CC1	7%	6%	2.5%	i	52	0.8%	1.2%	4%	11%	1.1
COc1ccc(C(=O)Nc2nc(-c3ccc(S(=O)(=O)N4CCOCC4)cc3)cs2)cc1	5%	2%	0.9%	i	19	1.8%	-0.3%	-4%	-7%	1.1
Cc1nonc1-c1ccc2c(c1)OCO2	nt	-1%	0.3%	i	42	0.0%	1.4%	nt	-5%	nt
COc1ccc(C(=O)Nc2cnc(NC(=O)c3cccs3)cc2C)cc1	nt	nt	0.8%	i	19	0.1%	-0.3%	nt	nt	nt
O=S(=O)(c1ccc(Br)cc1)N1CCCN(Cc2ccccc2F)CC1	2%	3%	13%	i	54	-2.1%	-1.4%	4%	-7%	1
CCOC(=O)C(c1ccccc1)N1CCN(c2ccc(OC)cc2)CC1 (stereo not drawn)	5%	-7%	-0.8%	i	38	1.5%	-0.9%	-2%	17%	1.1
O=C(Cn1cccn1)N1CCCC(Nc2ccc(F)c(F)c2)C1 (stereo not drawn)	nt	nt	1.8%	i	30	0.5%[50 µM]	0.2%	nt	nt	nt
COc1cc(C=O)ccc1OCC(=O)Nc1ccc2c(c1)OCO2	nt	nt	1.6%	i	70	1.9%[50 µM]	-0.2%	nt	nt	nt
COC(=O)c1ccc(COc2ccc(NC(C)=O)cc2)o1	nt	3%	0.1%	i	47	1.8%	-0.1%	nt	8%	nt
N#CC(C#N)=CN=c1ccn(Cc2ccc(Cl)cc2Cl)cc1	nt	nt	6.8%	i	21	-0.4%	-0.8%	nt	nt	nt
Cc1ccc(NC(=O)c2ccco2)c(NC(=O)COc2ccccc2)c1	nt	nt	3.0%	i	34	-0.2%	-0.8%	nt	nt	nt
CC1CN(c2ccc(NS(=O)(=O)c3ccccc3)cc2C(=O)O)CC(C)O1 (stereo not drawn)	nt	-5%	1.7%	i	47	-2.7%	0.3%	nt	-6%	nt

A draw from above in order of molecular weight, low to high:
SMILES	human PMI inhibition	M1AAP inhibition	RSV CPE inhibition	T cell modulator	T cell modulator vesicle-bound %	K1F lysis inhibition	West Nile virus CPE	human PMI inhibitors	P. falciparum M17LAP	TNAP activators
Cc1nonc1-c1ccc2c(c1)OCO2	nt	-1%	0.3%	i	42	0.0%	1.4%	nt	-5%	nt
COC(=O)c1ccc(COc2ccc(NC(C)=O)cc2)o1	nt	3%	0.1%	i	47	1.8%	-0.1%	nt	8%	nt
O=C(Cn1cccn1)N1CCCC(Nc2ccc(F)c(F)c2)C1 (stereo not drawn)	nt	nt	1.8%	i	30	0.5%[50 µM]	0.2%	nt	nt	nt
COc1cc(C=O)ccc1OCC(=O)Nc1ccc2c(c1)OCO2	nt	nt	1.6%	i	70	1.9%[50 µM]	-0.2%	nt	nt	nt
Cc1ccc(C2(c3ccc(C)cc3)NC(=O)N(CC(N)=O)C2=O)cc1	nt	nt	1.1%	i	35	1.1%	-0.1%	nt	nt	nt
O=C(Nc1nccs1)C1(S(=O)(=O)c2ccc(Cl)cc2)CC1	7%	6%	2.5%	i	52	0.8%	1.2%	4%	11%	1.1
Cc1ccc(NC(=O)c2ccco2)c(NC(=O)COc2ccccc2)c1	nt	nt	3.0%	i	34	-0.2%	-0.8%	nt	nt	nt
CCOC(=O)C(c1ccccc1)N1CCN(c2ccc(OC)cc2)CC1 (stereo not drawn)	5%	-7%	-0.8%	i	38	1.5%	-0.9%	-2%	17%	1.1
COc1ccc(C(=O)Nc2cnc(NC(=O)c3cccs3)cc2C)cc1	nt	nt	0.8%	i	19	0.1%	-0.3%	nt	nt	nt
CCOC(=O)c1c(C)n(CC)c2ccc(OC(=O)c3ccc([N+](=O)[O-])cc3)cc12	10%	6%	4.8%	i	49	3.3%	-0.8%	5%	7%	1
COc1ccc(C(=O)Nc2nc(-c3ccc(S(=O)(=O)N4CCOCC4)cc3)cs2)cc1	5%	2%	0.9%	i	19	1.8%	-0.3%	-4%	-7%	1.1

Remaining list, next part
SMILES	human PMI inhibition	M1AAP inhibition	RSV CPE inhibition	T cell modulator	T cell modulator vesicle-bound %	K1F lysis inhibition	West Nile virus CPE	human PMI inhibitors	P. falciparum M17LAP	TNAP activators
O=C(Cc1cccs1)Nc1ccc(N2CCOCC2)cc1	-2%	8%	1.2%	i	43	-3.6%	0.4%	9%	13%	1.1
COc1ccc([N+](=O)[O-])cc1NC(=O)CCN1CCN(C)CC1	0%	4%	-0.2%	i	55	-1.1%	1.4%	2%	13%	1.1
CN(C)S(=O)(=O)c1cccc(NC(=O)COc2nc3ccccc3nc2N2CCOCC2)c1	6%	15%	2.8%	i	7	0.0%	-0.7%	11%	15%	1
COc1ccc(NC(=S)N/N=C/c2cccn2Cc2ccc(F)cc2)cc1	1%	5%	4.0%	i	45	0.0%	-1.5%	4%	6%	1
CC(=O)OC1COC(N2CCc3cc([N+](=O)[O-])ccc32)C(OC(C)=O)C1OC(C)=O (stereo not drawn)	6%	3%	0.9%	i	56	0.5%	0.3%	3%	25%	1
Cc1cc(C)c(NC(=O)c2ccccc2C(=O)c2ccccc2)c(C)c1	4%	7%	0.9%	i	55	-0.8%	-0.8%	2%	2%	1.1
O=C(c1scc2c1CCCC2)N1CCOCC1	9%	-4%	1.5%	i	46	-0.8%	0.6%	25%	-10%	1.2
O=C1Nc2cc(C(=O)NCCCN3CCOCC3)ccc2S/C1=C/c1ccccc1F	nt	nt	-1.5%	i	46	-0.1%	1.0%	nt	nt	nt
COc1cc(/C=N/NC(=O)c2cc(-c3c(C)nn(-c4ccccc4)c3C)n[nH]2)ccc1O	6%	?	-0.7%	i	28	0.2%	-0.3%	4%	6%	1.4
CCOC(=O)Cn1nc(C)c(-c2ccccc2)c1N	-11%	-1%	1.2%	i	52	0.2%	1.4%	-12%	9%	1
CC(=O)Nc1ccc(Oc2nc(-c3ccccn3)nc3ccccc23)cc1	nt	-3%	1.2%	i	29	1.2%	0.2%	nt	6%	nt
COc1ccccc1NC(=O)Cn1c(=O)n(-c2ccccc2)c(=O)c2oc3ccccc3c21	12%	4%	0.6%	i	45	1.4%[50 µM]	0.5%	2%	-8%	1
COc1cc(NC(=O)CN(c2ccc(C)cc2)S(=O)(=O)c2c(C)n[nH]c2C)cc(OC)c1	5%	12%	4.5%	i	19	2.4%	-0.9%	3%	8%	1.1
CCOC(=O)N1CCN(C(=O)c2ccc3c(=O)n(CCOC)c(=O)[nH]c3c2)CC1	9%	8%	-0.3%	i	31	1.4%	nt	5%	-4%	1

Rows are unselected; any-hit rate near 1.5%.
